zfTRPN1 agonist: activates the zebrafish TRPN1 channel; HEK293 zebrafish TRPN1-YFP, Fluo-8 calcium fluorescence; 100% = response to 87 µM carbachol; activation, % at 3 µM; hit rate 0.18% among 220,000; AID 1424;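 active = activation above its plate's cutoff, the mean activation of test wells on that plate plus 3 SD, cut at about 19% in these data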;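 also: 0% = DMSO alone and 100% = 87 µM carbachol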
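Assay system: Zebrafish TRPN1-YFP in HEK293 cells | Incubation: Dye loading 1 h at 37 °C, then 30 min room temperature | Measured by: Kinetic Fluo-8 fluorescence, ex 470-495, em 515-575 nm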
NPY-Y2 PAM-ag: potentiates or activates human NPY-Y2 receptor; cells expressing NPY-Y2, potentiator/agonist read-out; AID 1359; hit rate 0.45% among 220,000; activation, % at 3.6 µM; P49146; in the data active = activation above about 27%;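 also: cells stimulated with NPY near EC25 plus isoproterenol at EC100; 0% = vehicle plus submaximal agonist and 100% = vehicle plus saturating agonist; some results beyond the cut were filed as inactive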
S1P4 antagonist: antagonists of human S1P4 receptor. hit rate 0.26% among 220,000. inhibition, % at 4.98 µM. S1P4-expressing cells, antagonist mode, reporter read-out. O95977. AID 1510; in the data active = inhibition above about 29%;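 also: 0% = wells stimulated with agonist and 100% = vehicle wells without agonist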
S1P4 ag: agonists of human S1P4 receptor | hit rate 0.35% among 220,000 | O95977 | activation, % at 4.98 µM | AID 1509 | S1P4-expressing cell line, agonist reporter assay; in the data active = activation above about 11%;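 also: 0% = DMSO vehicle and 100% = reference agonist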
TRPML3 ag: agonists of human TRPML3 channel | activation, % at 3 µM | Q8TDD5 | AID 1448 | hit rate 0.29% among 220,000 | HEK293 TRPML3-YFP, Fluo-8 calcium fluorescence; 100% = the carbachol control signal;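 active = activation above its plate's cutoff, the mean activation of the plate's test wells plus 3 SD, cut at about 12% in these data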;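 also: 0% = DMSO only wells and 100% = carbachol wells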
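Test system: TRPML3-YFP stable HEK293 cells. Doses: single point at 3 µM. Incubation: dye loading 1 h 37 °C then 30 min ambient, 125 s read. Signal: Fluo-8 calcium dye fluorescence, ex 470-495, em 515-575 nm. Measure: percent activation from peak-to-basal fluorescence ratio, scaled between DMSO and carbachol.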
NPY1 pot ag: human NPY-Y1 potentiation or agonism, primary screen; activation, % at 3.6 µM; hit rate 0.37% among 220,000; P25929; NPY-Y1 expressing cells, potentiator/agonist activation; in the data active = activation above about 33%, passing the limit was not always enough;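 also: cells stimulated with NPY at EC10 then isoproterenol at EC100; 0% = low agonist plus stimulus and 100% = saturating agonist plus stimulus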
CHOP inhibitor: CHOP inhibition in unfolded protein response; CHO-K1 CHOP-promoter luciferase, tunicamycin-induced, 15-18 h; inhibition, % at 10 µM; hit rate 3.8% among 220,000;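 active = compounds that reduced the stress-induced luciferase reporter signal by more than about 70% of percent inhibition, limit read from the data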;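 also: 0% = tunicamycin plus vehicle and 100% = wells without tunicamycin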
NPY-Y1 antag: NPY-Y1 (human) receptor antagonism; HEK293-CNG Y1 cells, membrane potential fluorescence; NPY at EC95, then isoproterenol; inhibition, % at 3.6 µM; hit rate 1% among 200,000; AID 1040;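 active = inhibition above the campaign mean inhibition of all tested compounds plus 3 SD, cut at about 20% in these data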;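 also: 0% = DMSO wells given NPY plus isoproterenol and 100% = isoproterenol alone without NPY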
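Material: Y1- and CNG-channel-expressing HEK293 cells / Probe or stimulus: NPY 25 nM then isoproterenol 1 µM plus Ro 20-1724 25 µM / Doses: 3.6 µM single dose, DMSO 0.4% / Schedule: compound incubation 1 h at room temperature, readout 45 min post-stimulation / Signal: membrane potential fluorescence / Benchmarks: isoproterenol-only wells as full block versus NPY-plus-isoproterenol wells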
EP2 mod: EP2 receptor (human) modulation; P43116; EP2-expressing cells, cAMP HTRF FRET, PGE2 co-stimulation; induction, % at 25 µM; hit rate 0.83% among 260,000; AID 940;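 active = compounds whose cAMP rise, as percent of the full-agonist control response, exceeds 60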;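 also: rat C6 glioma line stably carrying human EP2 under a CMV promoter; the protocol text gives 20 µM as final concentration; 100% = response of wells given 1 µM PGE2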
Target sequence (P43116 whole entry, looked up): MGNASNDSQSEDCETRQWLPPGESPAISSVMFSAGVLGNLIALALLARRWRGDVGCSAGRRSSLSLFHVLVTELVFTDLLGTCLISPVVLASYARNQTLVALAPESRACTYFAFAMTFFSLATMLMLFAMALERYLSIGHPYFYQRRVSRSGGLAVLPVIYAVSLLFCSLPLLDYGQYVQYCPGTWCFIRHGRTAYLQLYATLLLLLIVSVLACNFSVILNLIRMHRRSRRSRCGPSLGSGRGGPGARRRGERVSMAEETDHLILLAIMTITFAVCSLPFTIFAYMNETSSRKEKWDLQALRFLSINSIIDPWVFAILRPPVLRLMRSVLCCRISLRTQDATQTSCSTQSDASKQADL
* hit, by the source's call; . = not tested or not shown; & = joins results of further samples. An excerpt (hit frequency here may not be typical).

1. O=c1[nH]c(=S)n(C2CC2)c(O)c1C=NCCc1ccccc1
2. FC(F)(F)c1ccccc1CN1CCN(Cc2ccccc2)CC1
3. CN[C@H](C)[C@H](O)c1ccccc1
4. CC12CCC3C(CCC4C/C(=N/O)CCC43C)C1CCC2O (configuration not stated)
5. CCc1ccc(NP(=O)(Oc2ccccc2F)Oc2ccccc2F)cc1
6. O=C(c1ccc(F)cc1)C(Cc1ccccc1)N1CCCCC1 (configuration not stated)
7. C=Cn1ccnc1P(O)(=S)c1nc(C)c(CCOC(C)=O)s1 (configuration not stated)
8. COc1ccc(OCC(=O)N2CCN(CC3CC4C=CC3C4)CC2)cc1 (configuration not stated)
9. COC(=O)C(=O)N1CC2(C)CNCC(C)(C1)C2=O
10. Cc1cccc(OP(N)(=O)Oc2cccc(C)c2)c1

screen / no. | 1 | 2 | 3 | 4 | 5 | 6 | 7 | 8 | 9 | 10
zfTRPN1 agonist | 0.7 | -0.9 | -1.4 | 1.8 | 1.6 | -1.7 | 1.2 | 1.3 | 0.6 | -0.3
NPY-Y2 PAM-ag | -26 | -4 | 19 | 4 | 3 | 9 | 11 | -5 | -17 | 5
S1P4 antagonist | 0 | -8 | 1 | -7 | 5 | -17 | 4 | 2 | 4 | 11
S1P4 ag | 0.6 | -2.2 | -0.6 | 0.0 | -0.1 | 1.8 | -0.1 | 0.4 | -0.3 | 0.5
TRPML3 ag | 0.8 | 0.9 | 0.8 | 0.7 | -0.8 | 0.2 | 0.5 | -0.3 | 1.1 | 0.6
NPY1 pot ag | -10 | -16 | 2 | -5 | 8 | -14 | 8 | -10 | 17 | -2
CHOP inhibitor | 12 | 57 | 3 | 12 | 98* | 37 | -16 | 14 | -2 | 21
NPY-Y1 antag | . | 5 | -2 | -1 | 6 | 4 | 0 | 11 | -3 | .
EP2 mod | 9 | 13 | 12 | 4 | 58 | 45 | -9 | 8&-27 | 18 | 0

11. O=C(Cn1cc(C(=O)c2ccccc2F)c2ccccc21)NCc1ccco1
12. CC(=O)Nc1nnc(CCN(CCc2nnc(NC(C)=O)s2)[N+](=O)[O-])s1
13. CC(=NCCO)c1c(O)n(C)c(=O)n(C)c1=O
14. O=C(NCC(c1cccnc1)N1CCOCC1)Oc1ccccc1 (configuration not stated)

screen / no. | 11 | 12 | 13 | 14
zfTRPN1 agonist | -1.0 | -1.5 | 1.6 | 1.3
NPY-Y2 PAM-ag | 8 | -7 | -5 | -3
S1P4 antagonist | -9 | -9 | -2 | -12
S1P4 ag | -1.5 | 0.0 | 1.7 | 0.7
TRPML3 ag | -0.6 | -0.4 | 2.6 | -0.2
NPY1 pot ag | 6 | -3 | -10 | -2
CHOP inhibitor | 7 | -4 | 21 | 20
NPY-Y1 antag | -9 | . | -2 | -1
EP2 mod | -3&-30 | -21 | -9 | 31

By substructure, the compounds so far with nitrogen in an aromatic ring
1. O=c1[nH]c(=S)n(C2CC2)c(O)c1C=NCCc1ccccc1
7. C=Cn1ccnc1P(O)(=S)c1nc(C)c(CCOC(C)=O)s1 (configuration not stated)
11. O=C(Cn1cc(C(=O)c2ccccc2F)c2ccccc21)NCc1ccco1
12. CC(=O)Nc1nnc(CCN(CCc2nnc(NC(C)=O)s2)[N+](=O)[O-])s1
13. CC(=NCCO)c1c(O)n(C)c(=O)n(C)c1=O
14. O=C(NCC(c1cccnc1)N1CCOCC1)Oc1ccccc1 (configuration not stated)

screen / no. | 1 | 7 | 11 | 12 | 13 | 14
zfTRPN1 agonist | 0.7 | 1.2 | -1.0 | -1.5 | 1.6 | 1.3
NPY-Y2 PAM-ag | -26 | 11 | 8 | -7 | -5 | -3
S1P4 antagonist | 0 | 4 | -9 | -9 | -2 | -12
S1P4 ag | 0.6 | -0.1 | -1.5 | 0.0 | 1.7 | 0.7
TRPML3 ag | 0.8 | 0.5 | -0.6 | -0.4 | 2.6 | -0.2
NPY1 pot ag | -10 | 8 | 6 | -3 | -10 | -2
CHOP inhibitor | 12 | -16 | 7 | -4 | 21 | 20
NPY-Y1 antag | . | 0 | -9 | . | -2 | -1
EP2 mod | 9 | -9 | -3&-30 | -21 | -9 | 31

Three entries out of the list, ordered by molecular weight, lowest first.
9. COC(=O)C(=O)N1CC2(C)CNCC(C)(C1)C2=O
10. Cc1cccc(OP(N)(=O)Oc2cccc(C)c2)c1
14. O=C(NCC(c1cccnc1)N1CCOCC1)Oc1ccccc1 (configuration not stated)

screen / no. | 9 | 10 | 14
zfTRPN1 agonist | 0.6 | -0.3 | 1.3
NPY-Y2 PAM-ag | -17 | 5 | -3
S1P4 antagonist | 4 | 11 | -12
S1P4 ag | -0.3 | 0.5 | 0.7
TRPML3 ag | 1.1 | 0.6 | -0.2
NPY1 pot ag | 17 | -2 | -2
CHOP inhibitor | -2 | 21 | 20
NPY-Y1 antag | -3 | . | -1
EP2 mod | 18 | 0 | 31

Screens: PubChem BioAssay, several laboratories
